Compound activity from PubChem BioAssay.
Dengue-2 NS5 capping: flavivirus cap methylation enzyme inhibition – biochemical, confirmation dose response, primary screen (AID 588689). 340,000 compounds, 0.3% hits. Dengue-2 NS5 methyltransferase capping enzyme assay, biochemical; higher % means a stronger effect. one-dose inhibition, % at 25 µM; IC50 in µM for titrated hits; in the data active = a potency from the dose series; inconclusive = inhibition above about 29% without an active follow-up result
Large T inhibition: SV40 large T antigen inhibitors, biochemical (AID 1903); SV40 large T antigen ATPase/helicase inhibition assay; higher % means a stronger effect; 310,000 compounds, 0.39% hits; inhibition, % at 20 µM; hits with a dose series show IC50 in µM; in the data active = a potency from the dose series; inconclusive = inhibition mostly from about 32% at the one dose, without a potency; inactive = the rest, 99 in 100 with inhibition below about 32%; also: strong numbers were not always called active
UTI89 phage lysis: protection from phage-mediated lysis, alamar blue read-out – E. coli UTI89, K1F phage, bacterial capsule biogenesis inhibitors (AID 488966). E. coli UTI89 K1F phage lysis, alamar blue, 2 h; higher % means a stronger effect. 340,000 compounds, 0.02% hits. inhibition, % at 100 µM, or IC50 in µM where a hit was titrated;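 active = phage lysis inhibition, versus mean bacterial control, above a set limit; inconclusive = no clear call, values can overlap the other calls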;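 also: capsule biogenesis inhibitors block K1F phage lysis so surviving cells raise fluorescence; higher fluorescence means more inhibition of phage lysis; actives were called in the ten point dose series up to 300 µM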
Rac1 GTP hydrolysis: MgcRacGAP GTPase-activating activity inhibitors, confirmation, biochemical, ADP Hunter fluorescence; MgcRacGAP-stimulated Rac1 GTP hydrolysis, ADP Hunter fluorescence; higher % means a stronger effect; GST-tagged Rac1 F28L mutant substrate; inhibition, % at 30 µM; hits with a dose series show IC50 in µM; 340,000 compounds, 0.6% hits; AID 624330;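 active = first-screen hits whose inhibition reached a set limit at any dose in the follow-up dose series; inconclusive = inhibition above the set first-screen limit but never retested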;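 also: fluorescence reports GDP produced by GAP-driven GTP hydrolysis; strong numbers were not always called active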
Salmonella PhoP GFP: inhibitors of PhoP regulon expression, primary screen, Salmonella Typhimurium, GFP reporter (AID 1863) | S. Typhimurium PhoP-regulated promoter GFP reporter, 4 h; higher % means a stronger effect | inhibition, % at 50 µM, or IC50 in µM where a hit was titrated | 300,000 compounds, 0.16% hits;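 active = inhibition over 29.93%, a cutoff 3 SD above the screen mean, later confirmed by dose response; inconclusive = inhibition over 29.93% but no dose response follow-up; inactive = inhibition at most 29.93% or unconfirmed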;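 also: 0% = low Mg2+ inducing control and 100% = high Mg2+ repressing control; strong numbers were not always called active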
NTR1 ag: agonists of NTR1, primary screen, imaging, U2OS cells, beta-arrestin-GFP, high content (AID 493036); NTR1-U2OS beta-arrestin-GFP spot imaging, agonist mode; 330,000 compounds, 0.17% hits; activation, % at 20 µM;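 active = activation at or above 40% of the spot to cytoplasm intensity ratio, with at least 20 cells analyzed; inconclusive = wells under 20 cells, flagged as cytotoxic or low count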;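 also: 0% = DMSO without peptide and 100% = 100 nM NTR1 peptide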
Target sequence (P30989 whole entry, looked up): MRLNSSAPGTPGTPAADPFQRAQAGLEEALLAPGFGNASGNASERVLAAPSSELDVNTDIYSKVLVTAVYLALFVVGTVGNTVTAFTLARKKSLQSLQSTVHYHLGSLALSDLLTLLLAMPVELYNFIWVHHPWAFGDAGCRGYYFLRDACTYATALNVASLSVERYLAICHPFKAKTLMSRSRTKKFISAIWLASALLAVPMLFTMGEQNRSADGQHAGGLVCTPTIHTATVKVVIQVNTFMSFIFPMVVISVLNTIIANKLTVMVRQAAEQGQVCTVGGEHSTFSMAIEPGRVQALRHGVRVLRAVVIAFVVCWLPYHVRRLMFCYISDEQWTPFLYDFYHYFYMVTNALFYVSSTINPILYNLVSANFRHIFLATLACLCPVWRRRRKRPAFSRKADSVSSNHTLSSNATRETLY
West Nile virus CPE: West Nile virus antiviral activity, cell-based, CPE readout (AID 1621) | CPE inhibition, % at 10 µM; hits with a dose series show IC50 in µM | 290,000 compounds, 0.02% hits | West Nile virus-infected cells, CPE inhibition; higher % means a stronger effect; in the data active = a potency from the dose series; inconclusive = CPE inhibition mostly from about 3.7% at the one dose, without a potency; inactive = the rest, 99 in 100 with CPE inhibition below about 2.2%; also: strong numbers were not always called active
T cell HTS: T cell immune modulation candidate. calls only at 7 µM. 2C CD8+ T cell-vesicle binding, flow cytometry; stronger effect = lower value. AID 2052. 330,000 compounds, 0.068% hits;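 active = response, share of CD8 T cells binding vesicles, and their 90th percentile fluorescence all below set limits, cut at about 80% in these data, passing the limit was not always enough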
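Incubation: binding step 1.5 h, 37 °C, antibody labelling 20 min, ice; system: murine 2C transgenic CD8+ T lymphocytes; technique: cytometric PE anti-B7-1 and Alexa647 anti-CD8 signals after 1% paraformaldehyde fixation; also added: QL9-charged Drosophila Ld/ICAM-1/B7-1 vesicles; control set: naked versus QL9-loaded vesicles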
RSV antiviral HEp-2: inhibition of RSV-induced cytopathic effect – HEp-2 cells, primary 10 µM value included (AID 2391) | CPE inhibition, % at 10 µM; hits with a dose series show IC50 in µM | HEp-2 cells, RSV-induced CPE inhibition; higher % means a stronger effect | 310,000 compounds, 0.13% hits; in the data active = a potency from the dose series; inconclusive = CPE inhibition mostly from about 23% at the one dose, without a potency; inactive = the rest, 99 in 100 with CPE inhibition below about 21%; also: strong numbers were not always called active
T cell HTS vesicle-bound %: recorded beside T cell HTS, whose call it bears; double positive events, %; measured here: CD8+ vesicle-bound cell fraction;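 binding gate set so that unloaded-vesicle control wells show 10% double positive cells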
NTR1 ag cell count 20 µM: further read-out of NTR1 ag, marked with its call; cell count; measured here: cell count, cytotoxicity flag
* hit, by the source's call; [ ] = another dose, or the depositor's remark.

What do the screens show for `COc1cccc(NC(=O)c2ccccc2-c2nc(-c3ccc(F)cc3)no2)c1`?
Dengue-2 NS5 capping: 3%; Large T inhibition: 6%; UTI89 phage lysis: 0.0%; Rac1 GTP hydrolysis: 11%; Salmonella PhoP GFP: 3%; NTR1 ag: 1.9; West Nile virus CPE: 0.1%; T cell HTS: inactive; RSV antiviral HEp-2: 2.5%; T cell HTS vesicle-bound %: 9; NTR1 ag cell count 20 µM: 61

Results for O=C(O)COc1ccccc1-c1nc(-c2ccccc2)c(-c2ccccc2)[nH]1 ?
Dengue-2 NS5 capping: 7%; Large T inhibition: 19%; UTI89 phage lysis: -1.2%; Rac1 GTP hydrolysis: 11%; Salmonella PhoP GFP: -2%; NTR1 ag: 0.9; West Nile virus CPE: 0.8%; T cell HTS: inactive; RSV antiviral HEp-2: 4.4%; T cell HTS vesicle-bound %: 43; NTR1 ag cell count 20 µM: 64

How did Cn1c(=O)oc2cc(S(=O)(=O)NCCC(=O)NC3CCCc4ccccc43)ccc21 (centres undefined) do in these assays?
Dengue-2 NS5 capping: 8%; Large T inhibition: -1%; UTI89 phage lysis: 3.8%; Rac1 GTP hydrolysis: 11%; Salmonella PhoP GFP: -4%; NTR1 ag: 1.7; West Nile virus CPE: -0.6%; T cell HTS: inactive; RSV antiviral HEp-2: -1.1%; T cell HTS vesicle-bound %: 25; NTR1 ag cell count 20 µM: 70

How did CCOC(=O)C1=C(c2ccccc2)N=c2s/c(=C\c3cccc(O)c3)c(=O)n2C1c1cccs1 (centres undefined) do in these assays?
Dengue-2 NS5 capping: 0%; Large T inhibition: 3%; UTI89 phage lysis: 3.3%; Rac1 GTP hydrolysis: 3%; Salmonella PhoP GFP: -6%; NTR1 ag: 28; T cell HTS: inactive; RSV antiviral HEp-2: -2.0%; T cell HTS vesicle-bound %: 48; NTR1 ag cell count 20 µM: 42

What do the screens show for `CCc1ccccc1NC(=O)N[C@H](C(=O)O)C(C)C`?
Dengue-2 NS5 capping: -5%; Large T inhibition: 0%; UTI89 phage lysis: 0.2%; Rac1 GTP hydrolysis: 18%; Salmonella PhoP GFP: -5%; NTR1 ag: 0.0; West Nile virus CPE: -0.1%; T cell HTS: inactive; RSV antiviral HEp-2: 0.1%; T cell HTS vesicle-bound %: 16; NTR1 ag cell count 20 µM: 48

How did COC(=O)C1=C(C)N(Cc2ccccc2)C(=NCCN2CCOCC2)N[C@H]1CCc1ccccc1 do in these assays?
Dengue-2 NS5 capping: -6%; UTI89 phage lysis: 3.8%; Rac1 GTP hydrolysis: 5%; NTR1 ag: -2.2; T cell HTS: inactive; T cell HTS vesicle-bound %: 20; NTR1 ag cell count 20 µM: 60

What do the screens show for `COc1ccc(-n2nnnc2SCC(=O)N(C)C2CCS(=O)(=O)C2)cc1` (centres undefined)?
Dengue-2 NS5 capping: 2%; UTI89 phage lysis: -3.9%; Rac1 GTP hydrolysis: 2%; NTR1 ag: 0.7; T cell HTS: inactive; T cell HTS vesicle-bound %: 38; NTR1 ag cell count 20 µM: 42

Results for Brc1c(CSc2nc3ccccc3s2)nc2ncccn12 ?
Dengue-2 NS5 capping: -5%; Large T inhibition: 13%; UTI89 phage lysis: 0.7%[50 µM]; Rac1 GTP hydrolysis: 10%; Salmonella PhoP GFP: 16%; NTR1 ag: -0.5; West Nile virus CPE: -0.9%; T cell HTS: inactive; RSV antiviral HEp-2: 20%; T cell HTS vesicle-bound %: 55; NTR1 ag cell count 20 µM: 55

Results for O=C(CCNS(=O)(=O)c1ccccc1)NCCCSc1ccccc1 ?
Dengue-2 NS5 capping: 3%; Large T inhibition: 20%; UTI89 phage lysis: 0.2%; Rac1 GTP hydrolysis: 10%; Salmonella PhoP GFP: 4%; NTR1 ag: 1.2; West Nile virus CPE: -0.7%; T cell HTS: inactive; RSV antiviral HEp-2: 0.3%; T cell HTS vesicle-bound %: 55; NTR1 ag cell count 20 µM: 58

How did COc1ccc(Nc2nc(-c3cccnc3)nc3ccccc23)cn1 do in these assays?
Dengue-2 NS5 capping: inconclusive; Large T inhibition: 2%; UTI89 phage lysis: -1.0%; Rac1 GTP hydrolysis: 8%; Salmonella PhoP GFP: -11%; NTR1 ag: 4.5; West Nile virus CPE: -0.2%; T cell HTS: inactive; RSV antiviral HEp-2: 2.6%; T cell HTS vesicle-bound %: 36; NTR1 ag cell count 20 µM: 44

What do the screens show for `O=C(NC1CCS(=O)(=O)C1)/C(=C\c1ccccc1)NC(=O)c1ccccc1` (centres undefined)?
Dengue-2 NS5 capping: -3%; Large T inhibition: 6%; UTI89 phage lysis: 1.6%; Rac1 GTP hydrolysis: 7%; Salmonella PhoP GFP: 6%; NTR1 ag: 0.6; West Nile virus CPE: 0.0%; T cell HTS: inactive; RSV antiviral HEp-2: 0.1%; T cell HTS vesicle-bound %: 56; NTR1 ag cell count 20 µM: 49

Results for Cc1ccc(Cl)cc1-n1ncc2c(NNC(=O)c3ccco3)ncnc21 ?
Dengue-2 NS5 capping: -7%; Large T inhibition: 12%; UTI89 phage lysis: 0.1%; Rac1 GTP hydrolysis: 8%; Salmonella PhoP GFP: 6%; NTR1 ag: -0.6; West Nile virus CPE: -0.7%; T cell HTS: inactive; RSV antiviral HEp-2: 5.1%; T cell HTS vesicle-bound %: 21; NTR1 ag cell count 20 µM: 46

Results for CN(CC(=O)Nc1ccccc1C(F)(F)F)C(=O)c1ccc(-c2ccc(Cl)cc2)o1 ?
Dengue-2 NS5 capping: 0%; Large T inhibition: 12%; UTI89 phage lysis: 0.8%[50 µM]; Rac1 GTP hydrolysis: 6%; Salmonella PhoP GFP: -2%; NTR1 ag: 2.0; T cell HTS: inactive; RSV antiviral HEp-2: 19%; T cell HTS vesicle-bound %: 16; NTR1 ag cell count 20 µM: 57

How did COCCCNC(=O)C1CCC(CNS(=O)(=O)c2ccc3c(c2)N(C(C)=O)CCO3)CC1 (centres undefined) do in these assays?
Dengue-2 NS5 capping: 0%; Large T inhibition: 16%; UTI89 phage lysis: 0.2%; Rac1 GTP hydrolysis: -1%; Salmonella PhoP GFP: 5%; NTR1 ag: 0.4; West Nile virus CPE: -0.1%; T cell HTS: inactive; RSV antiviral HEp-2: 3.4%; T cell HTS vesicle-bound %: 53; NTR1 ag cell count 20 µM: 53

What do the screens show for `CC1CCCN(CCCOc2ccc(Cl)cc2Br)C1` (centres undefined)?
Dengue-2 NS5 capping: -1%; Large T inhibition: 3%; UTI89 phage lysis: 8.5%; Rac1 GTP hydrolysis: 23%; Salmonella PhoP GFP: 3%; NTR1 ag: 0.8; West Nile virus CPE: -0.9%; T cell HTS: inactive; RSV antiviral HEp-2: 0.3%; T cell HTS vesicle-bound %: 46; NTR1 ag cell count 20 µM: 41

How did O=c1c(C(c2ccccc2)c2c(O)nc3n(c2=O)CCCS3)c(O)nc2n1CCCS2 do in these assays?
Dengue-2 NS5 capping: -1%; Large T inhibition: -2%; UTI89 phage lysis: 3.4%; Rac1 GTP hydrolysis: 5%; Salmonella PhoP GFP: -2%; NTR1 ag: -1.6; West Nile virus CPE: -0.3%; T cell HTS: inactive; RSV antiviral HEp-2: 1.5%; T cell HTS vesicle-bound %: 55; NTR1 ag cell count 20 µM: 33

What do the screens show for `CCOc1ccc(C(C)=O)cc1CSC(=N)N`?
Dengue-2 NS5 capping: -16%; Large T inhibition: 14%; UTI89 phage lysis: 2.7%; Rac1 GTP hydrolysis: 8%; Salmonella PhoP GFP: -5%; NTR1 ag: 0.8; West Nile virus CPE: -0.2%; T cell HTS: inactive; RSV antiviral HEp-2: 2.4%; NTR1 ag cell count 20 µM: 29

What do the screens show for `CCOc1ccccc1CN1CCC(CO)(CCOc2ccccc2)CC1`?
Dengue-2 NS5 capping: -5%; Large T inhibition: 6%; UTI89 phage lysis: 0.1%; Rac1 GTP hydrolysis: 11%; Salmonella PhoP GFP: -7%; NTR1 ag: 0.1; West Nile virus CPE: -0.4%; T cell HTS: inactive; RSV antiviral HEp-2: -0.3%; T cell HTS vesicle-bound %: 57; NTR1 ag cell count 20 µM: 93

Results for O=C(C[N+]12CC[N+](CC(=O)c3ccc(F)cc3)(CC1)CC2)c1ccc(F)cc1 ?
Dengue-2 NS5 capping: -3%; Large T inhibition: 3%; UTI89 phage lysis: 0.2%; Rac1 GTP hydrolysis: 11%; Salmonella PhoP GFP: -23%; NTR1 ag: 2.2; West Nile virus CPE: -0.1%; T cell HTS: inactive; RSV antiviral HEp-2: 0.2%; T cell HTS vesicle-bound %: 26; NTR1 ag cell count 20 µM: 84

Results for CCOCCc1c(O)nc(SCC(=O)NCc2ccco2)[nH]c1=O ?
Dengue-2 NS5 capping: -6%; Large T inhibition: 5%; UTI89 phage lysis: 1.5%; Rac1 GTP hydrolysis: 6%; Salmonella PhoP GFP: 1%; NTR1 ag: -0.9; West Nile virus CPE: -0.4%; T cell HTS: inactive; RSV antiviral HEp-2: 2.2%; T cell HTS vesicle-bound %: 16; NTR1 ag cell count 20 µM: 79

What do the screens show for `COc1ccc(C(C(=O)NC2CCCC2)N(CCCO)C(=O)Cn2nnc(-c3ccc(C)o3)n2)cc1` (centres undefined)?
Dengue-2 NS5 capping: -4%; Large T inhibition: 3%; UTI89 phage lysis: 0.4%; Rac1 GTP hydrolysis: -8%; Salmonella PhoP GFP: -5%; NTR1 ag: -1.3; West Nile virus CPE: -0.4%; T cell HTS: inactive; RSV antiviral HEp-2: -0.1%; T cell HTS vesicle-bound %: 22; NTR1 ag cell count 20 µM: 47

What do the screens show for `N#CCC1c2ccccc2CCN1C(=O)Nc1ccc(C(F)(F)F)cc1` (centres undefined)?
Dengue-2 NS5 capping: -3%; Large T inhibition: 7%; UTI89 phage lysis: 2.3%; Rac1 GTP hydrolysis: -1%; Salmonella PhoP GFP: 18%; NTR1 ag: -1.2; West Nile virus CPE: -0.9%; T cell HTS: inactive; RSV antiviral HEp-2: 3.8%; T cell HTS vesicle-bound %: 10; NTR1 ag cell count 20 µM: 70

Outcome played no part in choosing rows, and some 1.5% of all compounds hit somewhere here.
